Screens: PubChem, National Center for Advancing Translational Sciences (NCATS)
TCR activator – activates T cell receptor signaling | primary human leukocytes, anti-CD3, IL-2 HTRF, 48 h | 330,000 tested, under 10 active | Potency, µM (top dose mostly 9.22 µM), without a hit: at the top dose activation of IL-2 secretion, hits mostly activators | AID 504894; note: % of control where 0% means no effect
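Primary human leukocytes receive a-CD3 beads and test compound and are incubated 48 hr. Secreted IL-2 is then assayed by HTRF, measuring 665nm acceptor emission after 320nm excitation of the europium donor.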
Chronic BCR inh – inhibitors of chronic active B-cell receptor signaling; ABC-DLBCL IkBa-CBG/CBR reporter, luminescence ratio, 4 h; Potency, µM (doses to about 46.1 µM), for inactives: at the highest dose ratio change, negative = lower green/red ratio, hits mostly inhibitors; 340,000 compounds, 0.05% hits; active = well fitted inhibition curve with a large enough effect in the signal ratio, with a control signal flat, not every such curve was filed as active; inconclusive = small, poorly fitted or top-dose-only effect, or effect the other way, or a change in a side signal; the % refers to the signal ratio;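 note: potency is the fitted concentration of half-maximal effect; plate controls were basal doxycycline-induced cells for no effect and cells given 10 µM MG132 for full effect; MG132 reads +100%, hits lower the ratio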
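Doxycycline induced both beetle luciferases in TMD8 lymphoma cells; IKK-driven degradation limits the IkappaBalpha-fused green signal, while red luminescence normalises for cell number and nonspecific effects. Compounds tested up to 46 uM, 4 hrs.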
Eya2 phos inh – Eya2 (human) phosphatase inhibition; recombinant Eya2, OMFP fluorescence dephosphorylation (OMFP is methylfluorescein phosphate); AID 488837; 330,000 compounds, 0.006% hits; Potency, µM (series often up to 76.9 µM), inactives show at the highest dose activity, negative = inhibition, most hits filed as inhibitors; note: potency is the fitted concentration of half-maximal effect; % is set by controls: 0 for no effect and ±100 for the full control effect
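Eya2 protein (added as 0.2 uM solution) was preincubated with compound for 10 min at ambient temperature in 50 mM HEPES pH 7.5, 50 mM NaCl, 5 uM MgCl2, 0.05% BSA, 1 mM DTT. OMFP (added at 50 uM) then reacted 10 min; fluorescence read at 485/525 nm.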
TSHR antagonist – human thyrotropin receptor antagonism. P16473. TSHR-expressing cells, TSH-stimulated cAMP HTRF, 2 h; active compounds read low. activity change, negative = inhibition, % at 11.5 µM. 330,000 compounds, 0.2% hits. AID 504810;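 active = activity change below a set negative limit, meaning inhibition stronger than a set level, cut at about -70% in these data; inconclusive = activity change between two set negative limits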; note: % is set by controls: 0 for no effect and ±100 for the full control effect
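Competitive HTRF cAMP read-out (cryptate anti-cAMP antibody, cAMP-d2; 30 min, room temperature) in freshly harvested TSHR cells. Compounds added before TSH at EC80 (4nM final), followed by 2 hours' incubation at 37 deg C.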
Tb PFK inh – inhibitors of T. brucei phosphofructokinase; O15648; T. brucei PFK, ADP-Glo luminescence; Potency, µM (top dose mostly 57.5 µM), for the others: at the top dose activity, negative = inhibition, most hits filed as inhibitors; 330,000 compounds, 0.17% hits; AID 485367;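 note: potency is the fitted concentration of half-maximal effect; 0% = uninhibited 1x PFK enzyme wells and -100% = no-enzyme wells; nearly all actives have a fitted effect of over 60% in size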
Target sequence (O15648 whole entry, looked up): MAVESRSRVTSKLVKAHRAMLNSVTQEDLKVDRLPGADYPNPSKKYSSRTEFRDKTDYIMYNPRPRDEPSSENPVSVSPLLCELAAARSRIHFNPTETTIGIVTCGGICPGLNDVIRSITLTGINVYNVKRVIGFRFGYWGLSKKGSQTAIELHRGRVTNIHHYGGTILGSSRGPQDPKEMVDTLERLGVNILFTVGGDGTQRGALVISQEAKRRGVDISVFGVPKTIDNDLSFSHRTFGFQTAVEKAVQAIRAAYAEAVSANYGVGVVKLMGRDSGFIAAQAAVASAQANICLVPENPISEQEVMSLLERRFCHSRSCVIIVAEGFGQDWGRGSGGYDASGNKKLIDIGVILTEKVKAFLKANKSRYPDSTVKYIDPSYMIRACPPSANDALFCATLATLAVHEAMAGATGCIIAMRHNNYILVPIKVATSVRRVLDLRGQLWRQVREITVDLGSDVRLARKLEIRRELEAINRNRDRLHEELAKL
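In TEA buffer at pH 8.0 with 5 mM MgCl2, enzyme (1.25 nM) converted F6P (0.5 mM) and ATP (0.1 mM) for 45 min at room temperature. ADP product was read by luciferase luminescence.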
Mito fusion yeast – inhibitors of mitochondrial division or activators of mitochondrial fusion; 320,000 compounds, 0.23% hits; AID 485298; Potency, µM (doses to about 46.1 µM), without a hit: at the top dose growth rescue (activation), most hits filed as activators; S. cerevisiae fusion-defective mutant growth rescue, CellTiterGlo 48 h;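 note: potency is the fitted concentration of half-maximal effect; % of control where 0% means no effect; nearly all actives have a fitted effect of over 45% in size; temperature-sensitive fusion mutants such as fzo1-1 at 37 °C on non-fermentable ethanol glycerol medium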
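Temperature-sensitive fusion-defective S. cerevisiae (e.g. fzo1-1, mgm1-5) were grown with compound in YPEG medium (3% ethanol, 3% glycerol) for 48 hours at 37C. Growth rescue was measured as viability by CellTiterGlo luminescence after 10 minutes at ambient.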
USP2a inh – inhibitors of human ubiquitin-specific protease USP2a; O75604; USP2 core, Ub-CHOP2 coupled fluorogenic reporter, 485/531; Potency, µM (top dose mostly 38.3 µM), inactives show at the top dose activity change, negative = inhibition, usual class: inhibitors; 330,000 compounds, 0.01% hits;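 note: potency is the fitted concentration of half-maximal effect; plate controls were DMSO wells for no effect and full inhibition by NEM control for full effect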
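Deubiquitinase activity read as fluorescence (485/531 nm) after Ub-CHOP2 cleavage activates the enterokinase reporter on its substrate; USP2 core 10nM, Ub-CHOP2 and substrate 25nM each, 30min compound preincubation then 60min RT; data normalized to NEM, curves fitted.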
B2AR arrestin – agonists driving beta-arrestin recruitment to human beta2-adrenergic receptor; Potency, µM (highest dose often 46.1 µM), inactives show at the highest dose activation, actives largely listed as activators; 330,000 compounds, 0.02% hits; beta-arrestin recruitment to beta2AR, cell-based reporter; P07550; AID 492947;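 note: potency is the fitted concentration of half-maximal effect; 0% = DMSO controls and full agonism = EC100 isoproterenol or metaproterenol; nearly all actives have a fitted effect of over 65% in size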
Target sequence (P07550 whole entry, looked up): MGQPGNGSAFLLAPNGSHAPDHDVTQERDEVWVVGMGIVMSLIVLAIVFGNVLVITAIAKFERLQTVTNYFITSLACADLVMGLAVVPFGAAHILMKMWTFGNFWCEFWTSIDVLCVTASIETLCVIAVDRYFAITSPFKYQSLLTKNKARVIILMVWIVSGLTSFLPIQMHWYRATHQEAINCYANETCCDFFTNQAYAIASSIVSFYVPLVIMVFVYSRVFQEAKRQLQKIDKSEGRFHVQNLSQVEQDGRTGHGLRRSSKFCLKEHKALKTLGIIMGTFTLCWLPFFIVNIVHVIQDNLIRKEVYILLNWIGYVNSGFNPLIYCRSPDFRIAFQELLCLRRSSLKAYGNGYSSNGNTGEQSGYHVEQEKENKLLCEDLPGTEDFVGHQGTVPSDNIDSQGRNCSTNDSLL
uPA surface inh – inhibitors of cell surface uPA generation; cell surface uPA generation assay, qHTS; Potency, µM (titrated, usually from 38.3 µM), for inactives: at the highest dose activity change, negative = inhibition, most hits filed as inhibitors; 330,000 compounds, 0.31% hits; AID 540303; active = well fitted inhibition curve with a large enough effect; inconclusive = small, poorly fitted or top-dose-only effect; inactive = no such curve, though single readings can be large or run the other way; tested in mouse RAW 264.7 cells; note: potency is the fitted concentration of half-maximal effect; % is set by controls: 0 for no effect and ±100 for the full control effect; nearly all actives have a fitted effect of over 55% in size
ELG1 repair inh – blocks ELG1-dependent DNA repair in HEK293T cells; HEK293T ELG1-luciferase reporter, luminescence, 16 h; DNA damage induced by 5-fluorouridine; 330,000 compounds, 2.3% hits; Potency, µM (doses to about 46.1 µM), for inactives: at the top dose activity change, negative = inhibition, most hits filed as inhibitors; AID 504467; note: potency is the fitted concentration of half-maximal effect; % is set by controls: 0 for no effect and ±100 for the full control effect; nearly all actives have a fitted effect of over 55% in size
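Quantitative HTS, concentration-response format. 2,000 cells/well co-treated with 5-fluorouridine and compound, 16 hr in 5% CO2 at 37 °C; ONE-Glo luminescence read after 30 min.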
TSG101-PTAP inh – blocks PTAP/TSG101 interaction to inhibit HIV-1 budding; Q99816; Potency, µM (titrated, usually from 115 µM), without a hit: top-dose activity change, negative = inhibition, usual class: inhibitors; Fluorescence polarization, FITC-PTAP peptide / Tsg101 binding; 340,000 tested, under 10 active; active = well fitted inhibition curve with a large enough effect in the main read-out, with a control signal flat, not every such curve was filed as active; inconclusive = small, poorly fitted or top-dose-only effect, or effect the other way, or a change in a side signal; inactive = no such curve, though single readings can be large or run the other way; note: potency is the fitted concentration of half-maximal effect; % of control where 0% means no effect
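Fluorescence polarization binding of Tsg101 binding domain (10 uM final) to FITC-labeled PTAP peptide (50 nM final) in HEPES pH 7.5 buffer with NaCl, Tween 20, EDTA, TCEP. Compounds added before peptide; binding 20 min at RT.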
The depositor's hits bear a star; ? = inconclusive; . = not tested or not shown; & = joins results of further samples; [ ] = another dose, or the depositor's remark. Unless noted, calls come from the whole dose curve; as a rule, active = well fitted curve in the direction sought with a large enough effect; inconclusive = small, poorly fitted or top-dose-only effect, or another doubt; inactive = no such curve, though single readings can be large; an effect the other way counts as inactive or inconclusive.

SMILES	TCR activator	Chronic BCR inh	Eya2 phos inh	TSHR antagonist	Tb PFK inh	Mito fusion yeast	USP2a inh	B2AR arrestin	uPA surface inh	ELG1 repair inh	TSG101-PTAP inh
CN(C)S(=O)(=O)c1cccc(NC(=S)NC2CCCCC2)c1	6%	-1%	-3%	-5	6%	-10%	-1%	-0.1%	1%	-14%	-1%
C=CCN(c1ccccc1)S(=O)(=O)c1cccc(C(=O)NCC(c2cccs2)N2CCOCC2)c1 (configuration not stated)	-3%	1%	-17%	-7	13%	6%	0%	0.4%	-7%	?	0%
O=C(N/N=C/c1cc([N+](=O)[O-])cc([N+](=O)[O-])c1O)C(O)(c1ccccc1)c1ccccc1	-2%	5%	-5%	-4	-6%	0%	1%	-0.4%	0%	7%	-7%
COc1ccc([C@H]2CC(=O)C=C(c3cccc(C#N)c3)C2)cc1	15%	?	-18%	-6	2%	13%	3%	0.0%	-2%	?	-3%
CCOc1ccc(NC(=O)CN2C(=O)NC(CCc3ccccc3)C2=O)cc1OCC (configuration not stated)	-2%	0%	3%	-24	0%	.	2%	-0.1%	4%	?	2%
O=C(Cc1ccc([N+](=O)[O-])cc1)c1ccc(O)cc1O	0%	2%	-25%	-3	4%	0%	9%	0.3%	16%	?	3%
CC(C(=O)N1CCOCCOCCOCCOCCOCC1)N1C(=O)c2ccccc2C1=O (configuration not stated)	0%	-14%	7%	-5	0%	-4%	2%	-0.8%	-5%	-4%	-3%
CCN(CC)S(=O)(=O)c1ccc2c(c1)N(CC(=O)N1CCC(C(N)=O)CC1)C(=O)CO2	-3%	-6%	0%	-17	-11%	6%	-5%	0.2%	-7%	19%	-7%
CC[N+](C)(CC)CC(O)COCC1COc2ccccc2O1 (configuration not stated)	6%[46.1 µM]	-4%	-18%	-8	-1%	-5%	3%	-0.1%	-4%	28%	-1%
Cn1c(SCC(=O)Nc2ccc3cn[nH]c3c2)nnc1-c1cccs1	-1%	0%	8%	-7	-7%	-4%	1%	0.4%	8%	-2%	0%
COc1ccc(CCC(=O)OCc2csc(CC(=O)Nc3ccccc3C)n2)cc1	10%	-10%	11%	4	-8%	-6%	2%	-0.5%	5%	20%	-3%
Cc1c(NC(=O)c2ccccc2)cccc1[N+](=O)[O-]	-2%[46.1 µM]	1%	7%	0	-5%	0%	2%	0.7%	2%	20%	-1%
Cc1csc(=Nc2ccc(S(=O)(=O)N3CCOCC3)cc2)n1Cc1ccco1	1%&-2%	?	11%	-21	-4%	24%	0%	-0.4%	-1%&0%	15µM*	-3%&-3%
CCN(CC)C(=O)[C@H]1CC(CC(=O)NCc2ccc(OC)c(OC)c2)C(=O)N2CCc3c([nH]c4ccccc34)[C@]12C (some centres not stated)	-5%	2%	-11%	23	-1%	.	2%	?	5%	-5%	-1%
O=C(COC(=O)c1cccc(S(=O)(=O)N2CCOCC2)c1)Nc1ncc(C(F)(F)F)cc1Cl	-7%	15%	-4%	-5	3%	4%	0%	-0.1%	3%	0%	-9%
Cc1ccccc1C(=O)NCC(=O)OC(C)C(=O)NC(C)CCc1ccccc1 (configuration not stated)	.	?	-5%	-5	-1%	-5%	1%	-2.4%	-22%	2%	-5%
O=C(Nc1cccc(S(=O)(=O)N2CCCCC2)c1)c1cc(=O)[nH]c2ccccc12	-2%	?	-1%	-8	2%	.	-8%	0.4%	3%	26µM*	-2%
Cc1nc2sc(C(c3cccs3)N3CCN(C(=O)c4ccco4)CC3)c(O)n2n1 (configuration not stated)	1%	-7%	0%	7	-2%	3%	0%	0.3%	-1%	2%	1%
O=C(NCc1ccccc1Cl)C1CCCN1C(=O)NC1CCCCC1 (configuration not stated)	5%	0%	-4%	-5	1%	2%	-9%	-0.3%	-16%	9%	-7%
COc1ccccc1N1Cc2ccccc2C1	-2%	?	-13%	5	-1%	-3%	-5%	-0.3%	2%	12%	-2%
COC(=O)CCN1CCC(c2cc(-c3cccc(C(F)(F)F)c3)n[nH]2)CC1	-4%	-2%	14%	7	-3%	4%	3%	0.3%	1%	20%	-1%
CN(C)c1cccc(C(=O)NCCCn2ccc3ccccc32)c1	-4%	-5%	-2%	1	-16%	-3%	2%	0.3%	4%	25%	-9%
COc1ccc(OC(C)C(=O)NC2CC(C)(C)NC(C)(C)C2)cc1 (configuration not stated)	-2%	5%	13%	5	23%	2%	0%	0.2%	-2%	6%	-5%
COc1ccccc1NC(=O)CSc1nnc(CC(=O)Nc2cccc(C(F)(F)F)c2)n1C	-1%	-30%	-14%	-13	0%	4%	3%	-0.1%	-1%	?	-1%
CCOC(=O)c1ccc(NC(=O)c2cc(=O)[nH]c3ccccc23)cc1	-4%	1%	-19%	0	6%	0%	-1%	0.2%	-4%	17%	0%

Other results
SMILES	TCR activator	Chronic BCR inh	Eya2 phos inh	TSHR antagonist	Tb PFK inh	Mito fusion yeast	USP2a inh	B2AR arrestin	uPA surface inh	ELG1 repair inh	TSG101-PTAP inh
CCN(C(=O)CN1CCOCC1)c1c(N)n(Cc2ccccc2)c(=O)[nH]c1=O	0%	7%	-4%	-2	7%	2%	1%	-0.1%	-4%	-11%	-10%
NC(=O)Nc1ccc(C(=O)OCC(=O)c2c[nH]c3ccccc23)cc1	7%	?	-11%	-5	-1%	.	4%	-0.5%	-1%	?	0%
Cc1c(Cl)cccc1N=Cc1ccc([N+](=O)[O-])s1	7%	?	4%	-2	-7%	-7%	7%	-0.9%	.	?	1%
CSc1ccc(/C=N/NC(=O)C[n+]2ccccc2)cc1	7%	6%	-18%	7	-3%	2%	5%	-1.1%	4%	-2%	-2%
COc1ccc(OCCCC(=O)Nc2nccs2)cc1	3%	8%	5%	8	-1%	-1%	4%	0.7%	4%	17%	0%
COc1ccc(N(C(=O)c2snc(C(N)=O)c2N)C(C(=O)NCc2ccccc2)c2ccc(O)cc2)cc1OC (configuration not stated)	4%	-11%	-10%	-3	3%	-2%	-3%	-0.6%	-2%	3%	-1%
Cc1cc(C(=O)NCc2ccc(F)cc2)n(-c2ccccc2)n1	2%	4%	-5%	0	-2%	0%	1%	0.6%	0%	?	-1%
CC(=O)N1CCC2(CC1)CC(=O)c1cc(OCC(=O)NCc3ccc(C)cc3)ccc1O2	-7%	-3%	-2%	11	-9%	-2%	1%	-0.4%	.	?	-5%
O=C(O)c1cc(-c2cccc([N+](=O)[O-])c2)nc2ccccc12	-1%	3%	4%	-3	-4%	0%	-7%	-0.2%	-2%	6%	-5%
CC(=O)N1CCc2cc(Br)cc(S(=O)(=O)N3CCN(C(=O)c4ccco4)CC3)c21	3%	-5%	10%	-8	1%	-2%	6%	0.3%	2%	?	-4%
CCOC(=O)C1(Cc2cccc(OC)c2)CCN(Cc2cnc(C)s2)CC1	4%	4%	8%	3	2%	-1%	-2%	-0.5%	-1%	-9%	-6%
CCOC(=O)c1ccc(NC(=O)c2nc[nH]c2C(=O)N2CCC(C)CC2)cc1	-6%	?	-11%	-1	-4%	5%	1%	0.5%	10%	-27%	-2%
O=C(NCCCc1ccccc1)C1CCN(c2nnc(-n3cccc3)s2)CC1	-1%	4%	2%	0	-2%	2%	1%	1.3%	-2%	-7%	-7%
Cc1ccc(Sc2c(C)nn(C(=O)C3CC3)c2C)cc1	-4%[46.1 µM]	6%	3%	18	2%	-3%	4%	-0.1%	2%	6%	-4%
O=C(N/N=C/c1ccco1)C1CCCC1	1%	1%	0%	-1	0%	2%	4%	0.1%	4%	21%	0%
Cn1c(SCC(=O)c2ccccc2)nnc1C1COc2ccccc2O1 (configuration not stated)	6%	16%	-19%	8	-11%	-1%	0%	-0.1%	3%	25%	1%
CCOC(=O)N1CCN(S(=O)(=O)c2ccc(OC)c(OC)c2)CC1	1%[46.1 µM]	3%	3%	-2	3%	0%	-2%	-0.9%	-5%	-7%	-7%
CCN(CC)CCNC(=O)c1c(O)c2c([nH]c1=O)CCCC2	.	0%	16%	10	0%	-2%	-1%	0.0%	8%	20%	-1%
CC(C)NC(=O)Nc1cccc2c1O[C@H](CN(C)S(=O)(=O)c1ccccc1)[C@@H](C)CN([C@H](C)CO)C2=O	-2%	0%	-4%	-2	8%	.	1%	-0.7%	14%	9%	-1%
O=C(COC(=O)CCc1ccc(S(=O)(=O)N2CCOCC2)cc1)NCc1ccccc1Cl	-4%	0%	4%	-1	-4%	-2%	6%	0.0%	13%	10%	-2%
